Nrf2 block = inhibitors of Nrf2 signaling; A549 ARE-Fluc reporter, luciferase luminescence, 18-24 h; Potency, µM (doses to about 46 µM), inactives show top-dose activity change, negative = inhibition, actives largely listed as inhibitors; 2.1% of 360,000 active; AID 504444; also: potency is read from the fitted curve at half-maximal effect; % is scaled to controls: 0 for no effect and ±100 for the full control effect; nearly all actives have a fitted effect of over 60% in size
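Two sequential reads on A549 ARE_Fluc cells exposed to compound for 18-24 h: a CellTiter-Fluor fluorescence read for viability, then a luciferase luminescence read for Nrf2/ARE activity.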
Nrf2 ARE act = activators of Nrf2 (ARE) signaling. Potency, µM (top dose mostly 46.1 µM), inactives show at the top dose activation, actives largely listed as activators. 0.31% of 410,000 active. AREc32 ARE-luciferase reporter (MCF7-derived line), luminescence, 24 h; also: potency is read from the fitted curve at half-maximal effect; % of control where 0% means no effect; nearly all actives have a fitted effect of over 65% in size
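AREc32 cells carrying an ARE-driven firefly luciferase reporter were seeded at 1000 cells/well in OPTI-MEM with 5% FBS, then exposed to compound for 24 hr at 37 deg C. Luminescence was read with Steady-Glo after 30 min at RT.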
A549 tox = kills or reduces viability of A549 cells in Nrf2 counter-screen. A549 ARE-Fluc cells, CellTiter-Fluor viability, 18-24 h. 0.16% of 390,000 active. Potency, µM (series often up to 46 µM), inactives show top-dose activity change, negative = cytotoxicity, usual class: inhibitors. AID 504648; also: potency is read from the fitted curve at half-maximal effect; % is scaled to controls: 0 for no effect and ±100 for the full control effect
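A549 ARE-Fluc cells in 5% FBS OPTI-MEM, 5000 cells/well, rested 2 h then exposed to compounds in concentration-response for 18-24 h at 37 °C. Viability by CellTiter-Fluor fluorescence (Ex 405/Em 525) after 30 min; luciferase luminescence (BugLite, 15 min, RT) read afterwards.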
Abeta rescue = A-beta toxicity reversal in yeast. yeast expressing A-beta42, growth rescue, OD600, 48 h; response scale: 0% DMSO, 100% iron-clioquinol control. 0.063% of 410,000 active. Potency, µM (doses to about 46.1 µM), for inactives: at the highest dose growth rescue, most hits filed as activators. AID 1347071; also: potency is read from the fitted curve at half-maximal effect; nearly all actives have a fitted effect of over 55% in size
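Yeast A-beta toxicity model in growth medium with pinned compounds, 48 h at 30 C; growth read as absorbance at 600 nm. Normalized to FeCl3/clioquinol equimolar mix (positive) and DMSO (negative).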
pAkt inh = Akt phosphorylation inhibition. Neuro2A IGF-stimulated pAkt S473 HTRF, 20 min; stronger effect = lower value. 0.32% of 360,000 active. activity change, % for hits at 50 µM. AID 651550; in the data active = activity change below about -80%; inconclusive = mostly about -51% to -80%; also: % is scaled to controls: 0 for no effect and ±100 for the full control effect
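Single-point screen (50 µM final compound) in Neuro2A cells stimulated 20 min with 6 nM IGF at 37 deg C. After lysis, Ser473-phosphorylated Akt read by HTRF (ex 330 nm, em 615/665 nm) as the 665/615 ratio.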
Mm-Cpn inhibitor = M. maripaludis TRiC chaperonin inhibition. purified Mm-Cpn ATPase, ADP Transcreener TR-FRET. Potency, µM (doses to about 76.9 µM), without a hit: at the top dose activity, negative = inhibition, most hits filed as inhibitors. 0.031% of 330,000 active; also: potency is read from the fitted curve at half-maximal effect; % is scaled to controls: 0 for no effect and ±100 for the full control effect; nearly all actives have a fitted effect of over 80% in size
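ATP (10 uM final) was added to archaeal chaperonin (25 nM final) after 10 min exposure to test compound at 37°C; after 30 min further incubation, ADP was detected by competitive TR-FRET.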
HepG2 viability = kills HepG2 cells in TGF-b inhibitor counter-screen. Potency, µM (highest dose often 46.1 µM), without a hit: at the top dose activity change, negative = cytotoxicity, usual class: cytotoxic. 0.76% of 410,000 active. HepG2 CAGA-GFP viability, ATP luminescence, 18 h. AID 588856; also: potency is read from the fitted curve at half-maximal effect; some results filed as inactive show a strong effect at the top dose
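CellTiter-Glo luminescence gave cytotoxicity after 18 hours at 37 degrees C. The cells were HepG2 CAGA-GFP in 1% FBS DMEM, stimulated with 500 pg/mL TGF-beta after compound addition. %Activity was normalised to no-cell wells (complete cell-killing) and DMSO (no toxicity), and curves were fitted and classified.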
TGFb SMAD3 inh = blocks TGF-b signaling | Potency, µM (highest dose often 46.1 µM), without a hit: top-dose activity, negative = inhibition, actives largely listed as inhibitors | 1.2% of 410,000 active | AID 588855 | HepG2 CAGA-GFP TGF-b/SMAD3 reporter, GFP fluorescence, 18 h; TGF-beta stimulated, 500 pg/mL final; also: potency is read from the fitted curve at half-maximal effect; % is scaled to controls: 0 for no effect and ±100 for the full control effect; nearly all actives have a fitted effect of over 65% in size
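HEPG2 CAGA-GFP reporter cells (1000/well, DMEM with 1% FBS) received compounds, then recombinant TGF-beta at 500 pg/mL final for 18 hours at 37 degrees C. Per-cell GFP summed per well was normalised to unstimulated and stimulated DMSO controls before curve fitting.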
CCT chaperon mod = cytosolic chaperonin activity modulation | activity change, % (no concentration beside the values), hits read low | purified chaperonin ATPase assay, HTRF ADP detection, 30 min | 0.3% of 360,000 active; in the data active = activity change below about -30%; also: % is scaled to controls: 0 for no effect and ±100 for the full control effect
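TRiC at 40 or 20 nM final (batch-dependent) in 30 mM Tris pH 7.4, 100 mM KCl, 5 mM MgCl2, 1 mM DTT, with compound at single 76 uM and 10 uM ATP, 30 min at 37 deg C. ADP detected by HTRF Transcreener, 665/615 ratio.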
Active calls of the source: *; i = inactive; ? = inconclusive; . = not tested or not shown; & = joins results of further samples; [ ] = dose if it differs, or a comment. Unless noted, calls follow the shape of the dose curve; as a rule, active = well fitted curve in the direction sought with a large enough effect; inconclusive = small, poorly fitted or top-dose-only effect, or another doubt; inactive = no such curve, though single readings can be large; an effect the other way counts as inactive or inconclusive.

Every second line gives: Nrf2 block	Nrf2 ARE act	A549 tox	Abeta rescue	pAkt inh	Mm-Cpn inhibitor	HepG2 viability	TGFb SMAD3 inh	CCT chaperon mod
> CCc1ccc(CNC(=O)C2CCCN(c3nnc(C)c4c(C)n(-c5ccccc5)nc34)C2)cc1 (stereo not given)
→ -8%&-11%	3.5%&8.2%	?	4%&-7%	.	1%	-51%&-100%	?	-0.5
> CCOC(=O)c1c(C)[nH]c(C(=O)OCC(=O)c2ccc3c(c2)NC(=O)CO3)c1C
→ -9%	0.3%	2%	8%	i	0%	-1%	-1%	-2.2
> COCCNC(=S)N=Nc1c(O)[nH]c2ccc([N+](=O)[O-])cc12
→ 8%	-0.3%	-4%	1%	i	1%	17%	7%	-1.6
> CCCNC(=O)C1(C)CCCN(C(=O)c2ccccc2F)C1 (stereo not given)
→ .	-1.3%	.	0%	i	.	-7%	1%	-0.6
> Cc1ccc(NC(=O)COC(=O)C2CC3CCCC(C2)C3=O)c([N+](=O)[O-])c1 (stereo not given)
→ 10%	1.9%	1%	-9%	i	1%	4%	5%	-4.1
> COC(=O)C1=C(N)Oc2cc(C)n(CC3CCCO3)c(=O)c2C1c1ccc(Cl)c(Cl)c1 (stereo not given)
→ 21µM*	-0.1%	-22%	0%	i	-3%	-9%	-3%	-1.6
> COc1cc2c(=O)c(S(=O)(=O)c3ccccc3)cn(CC(=O)Nc3ccccc3C)c2cc1OC
→ -12%	0.3%	0%	-3%	.	.	-27%	-26%	.
> CC1=NNC(=O)C1Cc1c(Cl)cccc1Cl (stereo not given)
→ 10%	-0.3%	0%	7%	i	.	-1%	10%	1.3
> CC(C)C12CN3CC(C(C)C)(CN(C1)C3c1ccccc1O)C2=O (stereo not given)
→ -6%	0.6%	1%	21%	i	-3%[15.4 µM]	-35%	-6%	0.1
> COCCN(C(=O)CSCC(=O)Nc1cccc(C)c1)c1c(N)n(Cc2ccccc2)c(=O)[nH]c1=O
→ -2%	0.4%	-5%	15%	i	1%	-6%	0%	-2.4
> CCN(CC)CCCNC(=O)CN1C(=O)CSc2ccc(S(=O)(=O)N3CCOCC3)cc21
→ -4%	0.3%	-2%	11%	i	-2%	5%	0%	-2.4
> CCOC(=O)C1=NOC(CNC(=O)C2=NOC(CNC(=O)c3c(-c4ccccc4Cl)noc3C)C2)C1 (stereo not given)
→ -5%	0.4%	13%	13%	i	2%	-4%	2%	1.1
> O=CNCc1nc2ccccc2n1CCCc1ccccc1
→ -9%	2.4%	12%	-12%	i	0%	14%	5%	2.1
> COc1ccccc1CNC(=O)CSc1n[nH]c(N)n1
→ 3%	-0.5%	6%	10%	i	1%	7%	7%	-0.3
> Cc1cccc(N2CC(c3nc4ccccc4[nH]3)CC2=O)c1 (stereo not given)
→ -2%	-0.7%	-2%	-3%	i	1%	2%	-4%	-3.5

5 compounds out of the list, arranged by heavy-atom count, lowest first:
Every second line gives: Nrf2 block	Nrf2 ARE act	A549 tox	Abeta rescue	pAkt inh	Mm-Cpn inhibitor	HepG2 viability	TGFb SMAD3 inh	CCT chaperon mod
> CC1=NNC(=O)C1Cc1c(Cl)cccc1Cl (stereo not given)
→ 10%	-0.3%	0%	7%	i	.	-1%	10%	1.3
> O=CNCc1nc2ccccc2n1CCCc1ccccc1
→ -9%	2.4%	12%	-12%	i	0%	14%	5%	2.1
> CCN(CC)CCCNC(=O)CN1C(=O)CSc2ccc(S(=O)(=O)N3CCOCC3)cc21
→ -4%	0.3%	-2%	11%	i	-2%	5%	0%	-2.4
> COc1cc2c(=O)c(S(=O)(=O)c3ccccc3)cn(CC(=O)Nc3ccccc3C)c2cc1OC
→ -12%	0.3%	0%	-3%	.	.	-27%	-26%	.
> CCOC(=O)C1=NOC(CNC(=O)C2=NOC(CNC(=O)c3c(-c4ccccc4Cl)noc3C)C2)C1 (stereo not given)
→ -5%	0.4%	13%	13%	i	2%	-4%	2%	1.1

Following part.
Every second line gives: Nrf2 block	Nrf2 ARE act	A549 tox	Abeta rescue	pAkt inh	Mm-Cpn inhibitor	HepG2 viability	TGFb SMAD3 inh	CCT chaperon mod
> Cc1ccc(C2(C)NC(=O)N(CC(=O)NNC(=O)c3ccoc3C)C2=O)cc1 (stereo not given)
→ -10%	3.1%	5%	10%	i	0%	41%	-1%	0.1
> Cc1[nH]n(-c2ccccc2)c(=O)c1C(=O)c1cccc(F)c1
→ 23µM*	0.3%	13%	-52%[inhibitor]	i	1%	-1%	-8%	-0.2
> COc1cccc(-c2cc(C(=O)NCC3CCCO3)c3cc(Br)cc(C)c3n2)c1 (stereo not given)
→ 5%	-0.3%	-1%	12%	i	-12%	-11%	1%	2.0
> O=c1c2c([nH]c3ccc(Br)cc13)CCCC2
→ -14%	-0.5%	-3%	-12%	i	0%	10%	17%	-8.1
> CC1CCc2c(sc3nnn(Cc4ccccc4)c(=O)c23)C1 (stereo not given)
→ -5%	4.7%	5%	-6%	.	.	-21%	-11%	.
> O/N=C/Cc1[nH]c2ccccc2c1-c1ccccc1
→ 5%	0.2%	-1%	14%	i	5%	5%	0%	-2.4
> COc1ccc(Cn2c(SCc3ccc(C(=O)NCc4ccc(C)cc4)cc3)nc3cccnc32)cc1
→ -28%	2.0%	-1%	-6%	.	.	-19%	?	.
> COc1ccccc1N1CCN(CC(=O)c2c(C)[nH]c3cc(C)ccc23)CC1
→ 5%	2.1%	-12%	-28%	i	0%	-53%	5%	-1.5
> CC(=O)c1ccc2c(c1)C1C=CCC1C(c1cc3c(cc1Br)OCO3)N2 (stereo not given)
→ -4%	7.2%	-1%	-9%	i	0%	-9%	?	-0.4
> CC(C)CCSc1nnc(N)s1
→ 10%	2.4%	2%	-6%	i	1%	-2%	-17%	-2.1
> CNc1ccc(N=Nc2cccc3ncccc23)cc1
→ -14%	10%	?	-25%	i	.	-59%	?	0.6
> CC(C)Cc1cc(C(=O)NCCCN2CCOCC2)no1
→ 9%	-0.6%	1%	-25%	i	3%	-8%	-20%	-0.1
> COc1ccc(/C=N/OCC(=O)NC(c2ccccc2)c2ccccc2)c(OC)c1
→ ?	0.4%	-4%	-6%	i	0%	3%	?	0.7
> Cc1ccc(C)c(NC(=S)NC(C)C(c2ccccc2)N2CCN(C)CC2)c1 (stereo not given)
→ 2%	-0.5%	-6%	8%	i	-1%	-30%	2%	-1.8
> CCC(C(=O)OCC(=O)Nc1cc(Cl)ccc1Cl)c1ccccc1 (stereo not given)
→ 2%	-0.3%	-1%	18%	i	-4%	9%	-11%	-2.2
> O=C(c1ccccc1F)N(Cc1ccc(F)cc1)C1CCS(=O)(=O)C1 (stereo not given)
→ 4%	0.6%	-13%	12%	i	0%	-8%	0%	-2.0
> CCCCN(CC)CCNC(=O)C1CCCN(c2ncnc3onc(C)c23)C1 (stereo not given)
→ ?	4.4%	0%	-9%	.	.	0%	-10%	.
> CC(=O)Nc1ccc(CN2C(=O)C(Cc3ccccc3)ON=C2c2cccc(F)c2)cc1 (stereo not given)
→ .	0.6%	.	3%	i	.	-6%	-3%	-1.7
> O=C(c1cc2c(=O)n3ccccc3nc2s1)N1CCN(c2cccc(Cl)c2)CC1
→ -16%	-0.5%	1%	-30%	i	3%	-2%	-3%	-1.9
> CCOC(=O)N1CCN(C(c2ccnc3ccccc23)c2nnnn2-c2c(C)cccc2C)CC1 (stereo not given)
→ .	1.9%	.	-1%	i	.	.	.	0.2
> COc1ccccc1NS(=O)(=O)c1ccc2ccccc2c1
→ 9%	-1.9%	-4%	26%	i	0%	-1%	-7%	-1.8
> O=C(NCc1ccc2c(c1)OCO2)C1CCC(CNc2c(N3CCCCC3)c(=O)c2=O)CC1 (stereo not given)
→ -4%	-1.1%	0%	-4%	i	0%	1%	6%	-0.4
> O=C(NCc1cccs1)C1CCN(S(=O)(=O)c2ccccc2F)CC1
→ -8%	-1.5%	2%	3%	i	-2%	-17%	-1%	-1.6
> O=C(COC(=O)c1cccc([N+](=O)[O-])c1)NCc1cccs1
→ 11%	-0.3%	0%	-8%	i	-2%	4%	3%	-1.9
> Cc1ccc(NC(=O)c2ccc(-n3c(C)nnc3C)cc2)cc1F
→ .	0.6%	0%	-14%	.	.	-4%	0%	.
> O=C(NCCc1ccc([N+](=O)[O-])cc1)c1ccccc1
→ 7%	3.9%	-2%	6%	i	0%	-21%	-20%	-1.3
> CCOc1ccccc1N1CC(C(=O)N(CC)CC(=O)Nc2ccc3c(c2)OCCO3)CC1=O (stereo not given)
→ 20%	-0.4%	-12%	11%	i	1%	-19%	8%	-0.9
> COc1ccc(C(=O)NN)cc1COc1ccc(Br)cc1
→ ?	2.5%	-1%	21%	i	0%	-12%	-3%	-1.0
> COc1ccccc1N1CCN(C(=O)c2cc(-c3ccc(F)cc3)[nH]c2C)CC1
→ ?	2.9%	-17%	3%	i	2%	-22%	?	1.3
> C#Cc1ccc([C@@H]2C=C(C(=O)NCc3ccccc3)O[C@H](OCC)[C@H]2CCCO)cc1
→ -13%	-0.5%	1%	-5%	i	.	-6%	?	-0.8
> O=C(Nc1ccccc1)c1nc[nH]c1C(=O)NCc1ccccc1
→ ?	-1.6%	-3%	-10%	i	0%	-1%	-32%	1.4

Compound activity as filed in PubChem BioAssay.
